Source: PubChem BioAssay (several laboratories)
BoNT-A LC inh2 = inhibitors of Botulinum neurotoxin A light chain protease; AID 588499; 360,000 compounds, 0.17% hits; multiplex microsphere protease substrate cleavage, flow cytometry; inhibition, % at 10 µM; also: plate controls were buffer without enzyme for full effect and enzyme alone for no effect
UGM FP inh = inhibitors of M. tuberculosis UDP-galactopyranose mutase | P9WIQ1 | purified UGM, fluorescence polarization probe displacement | inhibition, % at 10 µM | 320,000 compounds, 0.06% hits | AID 504406; in the data active = inhibition above about 10%, passing the limit was not always enough; inconclusive = no clear call, values can overlap the other calls
Mtb BioA inh = inhibitors of Mycobacterium tuberculosis BioA enzyme; purified M. tuberculosis BioA enzyme, plate reader; 360,000 compounds, 0.096% hits; inhibition, % at 9.99 µM; AID 602481; in the data active = inhibition above about 40%; inconclusive = no clear call, values can overlap the other calls
BoNT-F LC inh = BoNT F light chain protease inhibition | Multiplex microsphere protease cleavage assay, flow cytometry | inhibition, % at 10 µM | 360,000 compounds, 0.22% hits | AID 588497; in the data active = inhibition above about 35%, passing the limit was not always enough; inconclusive = no clear call, values can overlap the other calls; also: plate controls were buffer without enzyme for full effect and enzyme alone for no effect
PfHsp40 rescue = rescue of PfHsp40-mediated yeast toxicity. S. cerevisiae expressing PfHsp40, growth rescue, ATP luminescence. growth rescue, % at 12.5 µM. AID 504582. 340,000 compounds, 0.68% hits; in the data active = growth rescue above about 28%, passing the limit was not always enough; inconclusive = no clear call, values can overlap the other calls;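 also: yeast W303a lacking pdr1 and pdr3 grown in galactose medium; growth measured after three days at 30 °C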
FadD28 binding = M. tuberculosis FadD28 bisubstrate binding inhibition; FadD28 bisubstrate probe binding, fluorescence polarization; AID 588549; inhibition, % at 12.5 µM; 360,000 compounds, 0.22% hits; in the data active = inhibition above about 8.5%, passing the limit was not always enough; inconclusive = no clear call, values can overlap the other calls
Anthrax LF prot = inhibitors of Bacillus anthracis lethal factor protease. inhibition, % at 10 µM. 360,000 compounds, 0.12% hits. multiplex microsphere protease cleavage assay, LF. AID 588501. P15917; also: plate controls were buffer without enzyme for full effect and enzyme alone for no effect
Target sequence (P15917 whole entry, looked up): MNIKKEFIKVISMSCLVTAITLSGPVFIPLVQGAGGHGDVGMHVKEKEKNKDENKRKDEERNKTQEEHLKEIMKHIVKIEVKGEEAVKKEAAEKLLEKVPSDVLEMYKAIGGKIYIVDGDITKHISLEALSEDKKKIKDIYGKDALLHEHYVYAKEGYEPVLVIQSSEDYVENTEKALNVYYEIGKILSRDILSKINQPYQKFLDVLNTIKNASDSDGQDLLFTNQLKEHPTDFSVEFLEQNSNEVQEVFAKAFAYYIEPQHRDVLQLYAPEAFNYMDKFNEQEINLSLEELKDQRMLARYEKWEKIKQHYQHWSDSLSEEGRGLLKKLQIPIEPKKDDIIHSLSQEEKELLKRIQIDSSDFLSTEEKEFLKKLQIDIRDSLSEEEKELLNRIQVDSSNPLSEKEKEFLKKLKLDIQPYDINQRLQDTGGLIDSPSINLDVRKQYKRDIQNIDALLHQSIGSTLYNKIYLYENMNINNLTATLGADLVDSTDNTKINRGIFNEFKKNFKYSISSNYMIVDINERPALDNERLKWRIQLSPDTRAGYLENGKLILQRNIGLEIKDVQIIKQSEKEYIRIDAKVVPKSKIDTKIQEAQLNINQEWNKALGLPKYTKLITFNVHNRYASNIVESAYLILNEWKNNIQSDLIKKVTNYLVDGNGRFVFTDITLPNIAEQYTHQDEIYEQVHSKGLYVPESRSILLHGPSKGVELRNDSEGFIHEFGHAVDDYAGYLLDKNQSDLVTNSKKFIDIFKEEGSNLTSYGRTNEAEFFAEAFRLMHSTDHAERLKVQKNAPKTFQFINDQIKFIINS
FBA Mtb inh = Mtb fructose-bisphosphate aldolase inhibition | 360,000 compounds, 2.3% hits | inhibition, % at 1 µM | P9WQA3 | purified M. tuberculosis FBA, fluorescence read-out; in the data active = inhibition above about 27%;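 also: 0% = vehicle and 100% = reference inhibitor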
GDH-TPI inh = GDH-TPI coupled enzyme inhibition counter-screen | GDH-TPI coupled enzyme counterscreen, NADH absorbance | inhibition, % at 4.8 µM | 360,000 compounds, 1.2% hits | AID 588335; in the data active = inhibition above about 30%;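 also: 0% = DMSO wells and 100% = wells lacking the enzyme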
An asterisk follows results filed as active; u = inconclusive; x = not tested or not shown; & = joins results of further samples. Rule as the data show it, unless noted: active = inhibition above about 30%; inconclusive = no clear call, values can overlap the other calls; inactive = below that. An unsorted share of the library (roughly 4.7% active in at least one column).

structure,BoNT-A LC inh2,UGM FP inh,Mtb BioA inh,BoNT-F LC inh,PfHsp40 rescue,FadD28 binding,Anthrax LF prot,FBA Mtb inh,GDH-TPI inh
NC(c1csc(Nc2ccc(C(=O)NCCCO)cn2)n1)c1ccccc1Cl (configuration not stated),-0.9,x,-2.1,-3,x,-8.8,-4,-2,13
CCC(C)c1ccc(NC(=S)N2CCCC2)cc1 (configuration not stated),4.0,-0.3,0.2,4,0.7,-1.4,6,1,-3
CN(Cc1ccccc1)S(=O)(=O)c1cc2c3c(c1)CCN3C(=O)CC2,0.7,4.3,-0.2,-12,1.7,0.6,-5,-2,-2
CCc1c(C)sc(NC(=O)c2cc(C(C)C)on2)c1C#N,-0.8,1.3,4.2,-2,0.1,-2.7,-2,1,22
Cc1ccnc(NS(=O)(=O)c2ccc(NC(=O)CN3C(=O)c4ccccc4S3(=O)=O)cc2)n1,4.2,0.8,-0.6,16,-1.9,-2.9,2,1,7
CCC(=O)c1ccc(Oc2nc3c(c(=O)n(C)c(=O)n3C)n2CC)cc1,0.8,-2.2,2.3,u,1.3,-1.8,-1,-1,3
CCC(=O)N/N=c1/sc2ccccc2n1C,-1.0,2.4,x,3,-0.2,0.2,5,5,-1
Cc1cccc(-n2c(-c3cccs3)nc3ccccc3c2=O)c1,-2.7,-0.4,x,-29,0.7,-3.4,-2,-5,9
CCOC(=O)C(C(=O)OCC)C(C#N)c1ccccc1 (configuration not stated),0.3,0.5,-1.8,5,-0.2,-0.6,-2,-5,6
NC(=O)c1nsc(C(=O)N(c2cccc(F)c2)C(C(=O)NC2CCCC2)c2ccc(O)cc2)c1N (configuration not stated),1.3,0.3,0.3,5,1.5,0.6,-1,20,14
CN1C(C(=O)c2ccccc2)=C(N)c2ccccc2S1(=O)=O,-0.4,-0.1,0.1,-6,-0.4,-3.0,-4,2,9
O=C(N/N=C/c1ccc(Br)s1)c1ccc([N+](=O)[O-])cc1,-0.6,6.4,x,-2,-0.8,-2.0,-4,-3,3
CCc1noc(C)c1C(=O)N1CCCC(CCC(=O)NCc2cccc(OC)c2)C1 (configuration not stated),-0.7,0.7,-0.5,-1,-1.8,-2.1,-1,-1,-2
CN(C(=S)NC(=O)C12CC3CC(CC(C3)C1)C2)c1ccc(O)cc1,0.3,0.0,-0.7,-7,-0.5,-5.3,-5,1,0
CSC1=NSC2=NC(=O)/C(=C\c3cccs3)C(=N)N12,0.1,4.7,-0.5,5,2.4,-7.1,1,-2,9
CN(C)CCCN(C(=O)c1cc2ccccc2oc1=O)c1nc2ccc(F)cc2s1,-1.0,x,0.6,-4,-0.9,-1.8,1,-1,22
O=C(CCc1ccccc1)Nc1ccc2c(c1)OCO2,-1.0,5.0,1.3,14,0.4,1.3,14,-1,-2
OC(c1cccnc1)c1cccs1 (configuration not stated),1.1,2.2,-1.4,3,0.4,-3.6,1,-3,11
CCN1C(=O)C(CC(=O)Nc2cc(C)ccc2C)SC1=Nc1ccc(S(N)(=O)=O)cc1 (configuration not stated),-0.8,0.1,-3.0,-3,-0.7,-1.5,1,3,12
CN1CCN(C(=O)CCCOc2ccc(Cl)cc2Cl)CC1,-2.8,1.1,2.2,-6,-0.9,0.0,-3,-3,1
COc1ccc(C2=Nn3c(nnc3-c3ccncc3)SC2)cc1,u,0.2,-1.1,-3,1.3,0.1,u,-2,18
CC(c1ccccc1)n1cnc2ccccc21 (configuration not stated),0.8,-0.8,1.6,-8,-0.9,-2.1,8,-7,2
COc1cccc(C(=O)Nc2ccc(NC(=O)C3CC3)nc2)c1,3.1,1.3,-1.6,14,0.2,-0.3,5,0,0
COc1ccc(N2CCN(C(=O)c3ccc4c(c3)CC(c3ccccc3)OC4=O)CC2)cc1 (configuration not stated),0.5,x,-1.3,-2,0.4,-1.2,-3,-3,2
CC(=O)Nc1ccc(CCCCc2ccccc2)cc1,0.0,x,-1.4,-1,-1.0,0.6,0,-2,3
O/N=C/c1cc(Br)cc(Br)c1OCc1ccccc1,-0.2,-1.4,-1.0,8,6.1,-4.9,1,1,1
C=CCn1c(C)cc(C(=O)COC(=O)COc2ccccc2C#N)c1C,0.4,-1.2,0.1,7,0.1,-2.0,6,-4,-3
Clc1cccc(CNc2ccn3nc(-c4ccc(OCCN5CCOCC5)cc4)cc3n2)c1,-0.5,x,-1.7,-10,x,-6.4,-1,14,2
COC(=O)/C(=C\Nc1ccccc1N)c1ncc(C(F)(F)F)cc1Cl,-0.3,-0.9,-1.1,-12,-0.9,-1.2,-2,0,22
N#Cc1cc(-c2ccccc2)c[nH]c1=O,0.8,-1.6,x,6,-1.5,0.4,-1,58*,12

Single records (already shown). Order of screens: BoNT-A LC inh2, UGM FP inh, Mtb BioA inh, BoNT-F LC inh, PfHsp40 rescue, FadD28 binding, Anthrax LF prot, FBA Mtb inh, GDH-TPI inh
CC(c1ccccc1)n1cnc2ccccc21 (configuration not stated) is listed with 0.8, -0.8, 1.6, -8, -0.9, -2.1, 8, -7, 2
OC(c1cccnc1)c1cccs1 (configuration not stated) is listed with 1.1, 2.2, -1.4, 3, 0.4, -3.6, 1, -3, 11
CC(=O)Nc1ccc(CCCCc2ccccc2)cc1 is listed with 0.0, x, -1.4, -1, -1.0, 0.6, 0, -2, 3
O/N=C/c1cc(Br)cc(Br)c1OCc1ccccc1 is listed with -0.2, -1.4, -1.0, 8, 6.1, -4.9, 1, 1, 1

Next records follow:
structure,BoNT-A LC inh2,UGM FP inh,Mtb BioA inh,BoNT-F LC inh,PfHsp40 rescue,FadD28 binding,Anthrax LF prot,FBA Mtb inh,GDH-TPI inh
N#C/C(=C/c1ccc(O)c([N+](=O)[O-])c1)C(=O)Nc1ccccc1,-0.9,2.0,x,-7,0.6,-2.1,0,-7,9
O=C(Cn1cc(S(=O)(=O)N2CCN(c3ccccc3F)CC2)c2ccccc2c1=O)NCCCN1CCCCCC1,-0.3,-0.9,x,-4,-0.9,-4.1,-4,-1,-3
COc1ccc(N(CC(=O)N2CCC(Cc3ccccc3)CC2)S(C)(=O)=O)cc1,1.7,-2.0,x,7,1.1,-1.2,4,6,3
CC(C)C(NC=C1C(=O)OC(C)(C)OC1=O)C(=O)O (configuration not stated),u,2.4,-1.6,-5,1.4,-0.2,-2,-1,12
O=[N+]([O-])c1cc(/C=N\Nc2ccccn2)ccc1Cl,1.0,2.2,-1.1,12,0.8,-0.4,-10,1,11
C[C@@H](NC(=O)C(=O)c1c[nH]c2ccccc12)c1ccccc1,-1.0,3.3,-0.2,-7,0.2,-0.3,0,0,1
O=C(N/N=C/c1cccn1-c1ccc(O)cc1)c1cccc2ccccc12,-1.0,0.3,-0.5,-1,0.0,-3.6,-2,-1,13
O=C(NCc1ccccc1F)C1CCC(=O)N(Cc2ccc(Cl)cc2)C1 (configuration not stated),1.2,0.7,0.9,11,-1.2,-2.8,-1,3,4
O=C(c1ccco1)N1CCC(c2nc3c(nnn3Cc3c(Cl)cccc3Cl)c(=O)[nH]2)CC1,0.1,-0.8,3.3,-12,-1.3,-6.1,2,0,-2
COc1cc(C2NC(=O)NC(C)=C2C(=O)OCC2CCCCC2)ccc1O (configuration not stated),0.4,1.2,1.7,u,-0.1,-2.0,-6,-1,8
Cc1ccc(S(=O)(=O)N2CCCC2CNC(=O)C(=O)NCc2ccc3c(c2)OCO3)cc1 (configuration not stated),-0.3,x,-0.8,-3,x,0.1,-2,0,9
COc1ccc(NC(=O)C2=C(C)Nc3nc(CCCO)nn3C2c2ccc(OC)c(OC)c2)cc1 (configuration not stated),0.1,4.2,x,2,1.4,-3.0,1,-3,-12
O=C(N/C=C/n1cnc2cc(C(F)(F)F)ccc21)c1ccc(F)cc1,-0.1,x,0.5,-3,x,0.0,1,0,-2
C[C@H]1CN([C@@H](C)CO)C(=O)c2cccc(NC(=O)c3nc4ccccc4s3)c2O[C@H]1CN(C)C(=O)Nc1ccc(F)cc1,0.2,1.3,-0.2&8.2,4,1.3,-1.7,-5,-1,26
O=C(NC12CC3CC(CC(C3)C1)C2)N1CC2Cc3cccc(=O)n3C(C2)C1 (configuration not stated),0.8,3.0,-0.3,4,0.2,-1.3,1,2,-3
CCCCn1c(SCC(=O)c2ccc3c(c2)OCCO3)nnc1-c1ccoc1C,-0.2,-5.0,-1.4,5,3.9,-2.5,-6,2,2
Cc1ccccc1C(=O)N1CCN(c2ccc(NC(=O)c3ccc4c(c3)OCO4)cc2)CC1,0.2,3.8,x,-7,1.5,-4.2,-3,-1,9
Cc1ccc(C)n1-c1nn(S(=O)(=O)c2cccc(C(F)(F)F)c2)c2cccc(F)c12,0.4,-0.6,-0.8,0,-0.1,-2.5,-2,3,-8
CN(Cc1ccon1)C(=O)CC1C(=O)NCCN1Cc1cccc(Oc2ccccc2)c1 (configuration not stated),-0.2,4.9,1.7,-7,0.3,-2.6,0,-1,12
CCOc1ccc(CC(=O)NCCc2cnc[nH]2)cc1,-4.0,-0.5,1.8,u,0.4,-0.8,-7,-1,2
C=CC[C@@H](CC(=O)NCCO)C(=O)N[C@@H](COC(=O)[C@@H](CC=C)Cc1ccc(F)cc1)Cc1ccccc1,0.0,x,-0.5,5,3.2,-4.4,2,4,12
O=C(COC(=O)Cc1cccc(C(F)(F)F)c1)Nc1ccccc1,0.3,3.1,0.7,4,3.9,-1.9,-1,-4,1
CN(Cc1ccccc1)c1cc2c(c3c1ccn3C)C1CCC2C1 (configuration not stated),-0.7,x,-0.2,-7,x,-2.8,-6,0,x
CCCc1ccc(OC(=O)c2cccs2)cc1,-0.3,-1.3,0.5,-4,-0.3,-2.9,-1,2,-10
CCOc1ccc(Cl)cc1-c1cc(C(=O)NCC2CCCCC2)[nH]n1,-0.3,x,-1.1,-4,x,-1.0,-4,-3,3
O=C(c1cccc([N+](=O)[O-])c1)N1CCCC(C(=O)N2CCc3ccccc3C2)C1 (configuration not stated),-0.3,1.3,5.0,-4,-1.1,-2.1,0,0,2
COc1cccc(C(NC(C)=O)c2nc(-c3cccc(C(C)C)c3)cs2)c1 (configuration not stated),0.2,x,-2.2,1,x,0.5,0,1,2
Cc1ccc(CN2CCN(Cc3cccc(OCCO)c3)CC2CCO)o1 (configuration not stated),-0.6,-1.8,x,-1,-0.3,-1.2,-1,4,4
CSc1nc(O)c(C(c2ccc(C)cc2)c2c(O)nc(SC)[nH]c2=O)c(=O)[nH]1,-2.6,2.5,-0.2,u,-2.2,-0.4,-1,2,1
Cc1cccc(S(=O)(=O)NC(=O)C2(C)CCN2C(=O)c2ccc(C3CCCCC3)cc2)c1 (configuration not stated),-0.1,x,1.2,0,x,-1.8,-3,2,11
CN1CCc2c(sc3nc(NN)n(-c4ccc(Cl)cc4)c(=O)c23)C1,2.2,1.6,-0.5,-96,-0.3,-2.7,-26,2,5
Cc1cccc(C)c1NC(=O)NC1(C(=O)N2CCCC2)CCCCC1,-3.2,0.5,-1.0,2,-0.3,-3.4,-14,-1,-6
N#Cc1ccc(NC(=O)CN2C(=O)NC3(CCCCCCC3)C2=O)cc1Cl,-0.3,0.5,-0.1,-1,0.2,x,-1,-1,-9
O=C(Nc1ccc(Cl)cn1)C1CCCN1S(=O)(=O)c1cccc2ccccc12 (configuration not stated),-0.7,0.3,0.9,-7,4.1,-1.5,-23,2,13
CCCC(=O)Nc1ccc(C(=O)NCc2ccccn2)cc1,-0.1,-2.0,x,-2,0.7,-4.4,5,-1,1
CCCCN(C=O)c1c(CC)nc2c(OCCn3cccc3)cccn12,-0.6,x,2.9,-3,x,-2.2,-1,1,-1
C[C@]12CS(=O)(=O)C[C@H]1SC(=S)N2c1ccccc1,u,-2.4,x,u,-0.8,-3.6,-14,-5,-6
